Compound activity as filed in PubChem.
PRMT1 FP inh: PRMT1 (human) inhibition, primary screen. recombinant PRMT1, activity-based probe fluorescence polarization. Q99873. 370,000 tested, 1.3% active. inhibition, % at 2.79 µM;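 active means inhibition above about 21% made by adding two undisclosed values, limit read from the data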
TDP2 inh: TDP2 (human) inhibition, absorbance primary screen. O95551. recombinant TDP2, T5PNP hydrolysis, p-nitrophenol absorbance 415 nm. inhibition, % at 12.8 µM. 370,000 tested, 0.34% active;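 active means inhibition above the mean of all tested compounds plus 3 SD, set per campaign, cut at about 25% in these data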;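 further: 0% = DMSO with enzyme and 100% = buffer with substrate but no TDP2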
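System: recombinant human TDP2 / Amount: 120 nM TDP2 per well / Also added: 5 mM T5PNP chromogenic substrate / Doses: 12.8 µM single point, 1% DMSO / Incubation: 2 h at 37 °C / Detection: p-Nitrophenol epi absorbance / Evaluation: % inhibition relative to enzyme-containing and enzyme-free wells / Repeats: singlicate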
PG9 Ab binder: small molecules binding HIV-1 gp120 antibody PG9. 360,000 tested, 0.43% active. TR-FRET gp120-PG9 antibody binding. inhibition, % at 6.7 µM; in the data active means inhibition above about 8.5%
mABHD4 FP: inhibits mouse alpha/beta hydrolase domain 4; inhibition, % at 8.92 µM; purified mABHD4, FP-Rh probe fluorescence polarization; 370,000 tested, 0.54% active;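 active means inhibition exceeding the mean over every tested compound plus 3 SD, cut at about 30% in these data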;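 further: 0% = plate median of compound wells and 100% = S159A mutant with DMSO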
Target sequence (Q8VD66 whole entry, looked up, the tested form may be a part): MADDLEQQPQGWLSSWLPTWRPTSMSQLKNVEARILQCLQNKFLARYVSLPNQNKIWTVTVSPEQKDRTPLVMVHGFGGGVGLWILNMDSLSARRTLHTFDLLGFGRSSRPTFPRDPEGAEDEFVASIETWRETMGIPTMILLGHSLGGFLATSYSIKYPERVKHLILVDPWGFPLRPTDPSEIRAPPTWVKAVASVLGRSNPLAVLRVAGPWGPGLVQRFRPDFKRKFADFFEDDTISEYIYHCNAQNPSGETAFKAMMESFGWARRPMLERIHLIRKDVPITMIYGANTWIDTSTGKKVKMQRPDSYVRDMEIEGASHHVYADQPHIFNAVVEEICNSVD
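Doses – 8.92 µM, single dose · Material – wild-type mouse ABHD4 protein · Replication – single well per compound (singlicate) · Measure – percent inhibition of probe binding, normalized to plate controls · Schedule – 45 min compound pre-incubation plus 60 min probe step, 25 °C · Detection – fluorescence polarization with parallel and perpendicular emission, 525/598 nm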
SIAE primary: inhibitors of human sialic acid acetylesterase SIAE; AID 1053197; inhibition, % at 9.66 µM; SIAE FP-Rh probe binding, fluorescence polarization; 370,000 tested, 0.69% active; Q9HAT2;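 active means inhibition above a cutoff: mean of compounds within the control limits plus 3 SD of those, cut at about 17% in these data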;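 further: 0% = plate median of compound wells and 100% = probe without SIAE protein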
HTRA1 inhibitor: blocks human HTRA1 serine peptidase; recombinant HTRA1, FP-rhodamine activity-based probe, fluorescence polarization; inhibition, % at 5.96 µM; 340,000 tested, 0.5% active; AID 504803; in the data active means inhibition above about 36%;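 further: 0% = enzyme with DMSO and 100% = wells lacking enzyme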
LEDGF integ inh: blocks HIV-1 LEDGF/p75-dependent DNA integration. TR-FRET IN-LEDGF/p75 DNA integration, Eu/Cy5. inhibition, % at 3.7 µM. 370,000 tested, 0.64% active. AID 743269;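 active means inhibition above the screen-wide mean plus 3 SD, cut at about 13% in these data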;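 further: signal is the Cy5 over europium emission ratio at 671 and 618 nm; 0% = plate median of compound wells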
rCAG RNA binder: r(CAG) repeat RNA binding; TO-PRO-1 dye displacement fluorescence; inhibition, % at 3 µM; 370,000 tested, 1.3% active; AID 651821;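 active means inhibition above the plate cutoff, the mean of all test compounds on that plate plus 3 SD, cut at about 35% in these data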;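 further: 0% = DMSO alone and 100% = 100 µM mitoxantrone as full dye displacement; higher means more dye released from RNA so lower well fluorescence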
Rev-erbA mod: modulators of human Rev-erb alpha DNA binding; P20393; Rev-erbα–FITC-DNA binding, fluorescence polarization, 90 min; 370,000 tested, 0.79% active; activity, % at 10 µM;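 active means activity above about 14%, limit read from the data; passing the limit was not always enough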;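 further: 0% = DMSO wells with 35 nM protein and 100% = DMSO wells with 750 nM protein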
Target sequence (P20393 whole entry, looked up): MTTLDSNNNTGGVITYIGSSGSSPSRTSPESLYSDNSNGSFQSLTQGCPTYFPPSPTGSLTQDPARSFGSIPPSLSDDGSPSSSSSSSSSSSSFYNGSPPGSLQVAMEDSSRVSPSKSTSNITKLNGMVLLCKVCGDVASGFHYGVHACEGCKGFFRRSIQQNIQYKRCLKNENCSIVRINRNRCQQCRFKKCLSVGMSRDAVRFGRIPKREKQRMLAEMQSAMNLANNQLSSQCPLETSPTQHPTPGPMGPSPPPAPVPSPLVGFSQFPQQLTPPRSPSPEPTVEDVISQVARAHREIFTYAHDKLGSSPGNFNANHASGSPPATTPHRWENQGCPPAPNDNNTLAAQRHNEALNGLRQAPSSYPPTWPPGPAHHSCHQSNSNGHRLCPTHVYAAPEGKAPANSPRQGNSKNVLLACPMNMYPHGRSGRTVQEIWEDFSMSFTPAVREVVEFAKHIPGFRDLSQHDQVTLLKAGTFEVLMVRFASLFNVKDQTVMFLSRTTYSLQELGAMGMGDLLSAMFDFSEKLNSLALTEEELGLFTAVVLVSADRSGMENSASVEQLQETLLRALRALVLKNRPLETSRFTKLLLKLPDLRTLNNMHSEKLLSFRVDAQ
TCR-CD3 inh: human TCR-CD3 binding inhibition; inhibition, % at 9.4 µM; TAMRA-labeled TCR probe fluorescence, biochemical; 360,000 tested, 0.37% active; in the data active means inhibition above about 19%;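 further: recombinant mutant TCR 2C K166C tagged with TAMRA read by polarization; 0% = receptor in buffer alone and 100% = receptor with positive control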
* hit, by the source's call; nt = not tested or not shown. This is a subset. The share of hits here may be higher or lower than overall.

The line under a structure holds: PRMT1 FP inh	TDP2 inh	PG9 Ab binder	mABHD4 FP	SIAE primary	HTRA1 inhibitor	LEDGF integ inh	rCAG RNA binder	Rev-erbA mod	TCR-CD3 inh
- Cc1nc(SCc2c(F)cccc2Cl)n[nH]1
    3	4	-1.2	6	7	3	-2	-2	3	2
- CCN(CC)c1ccc(/C=C/C(=O)c2cccnc2)cc1
    -2	-11	-2.7	0	9	1	-2	4	3	10
- OC(c1ccccc1)c1nc(-c2ccccc2)cs1 (configuration not stated)
    3	1	0.6	1	-1	nt	3	-2	-1	-10
- CN(C)/N=C/c1c(O)ccc2ccccc12
    1	-5	-1.3	12	4	2	0	1	5	6
- CC1Cc2ccccc2N1C(=O)CNc1cccc(S(=O)(=O)N2CCCC2)c1 (configuration not stated)
    -2	7	-0.2	2	0	-4	-2	4	0	-5
- COc1cc(-c2n[nH]c(=S)n2-c2ccccc2C(F)(F)F)cc(OC)c1OC
    3	-5	0.5	-3	5	2	-3	4	5	2
- CCn1c(=O)cc(SCC(=O)N2CCCCC2)c2ccccc21
    -1	5	-6.5	-3	0	6	6	-5	-1	-1
- O=C(COc1ccc([N+](=O)[O-])cc1)Nc1nnc(-c2cccnc2)s1
    -1	-10	1.5	-2	1	9	1	21	-10	-4
- CCn1c(-c2ccc(Cl)cc2)n[nH]c1=S
    -1	11	-0.9	3	10	3	-2	0	-2	5
- COc1ccc(C)cc1S(=O)(=O)Nc1ccncc1
    10	-1	-0.9	0	-11	1	2	1	-2	-11
- CCSC1=C(C#N)C(c2ccc(Cl)cc2)C2=C(CCCC2=O)N1 (configuration not stated)
    0	4	-0.2	-4	-5	-11	-3	-2	4	0
- Cc1nnc(SCc2ccccc2)nc1-c1ccccc1
    -4	-8	0.9	0	-5	-9	-3	-5	-1	11
- CCC1(c2ccc(C)cc2)NC(=O)N(CC(=O)Nc2cccc(S(=O)(=O)N3CCCC3)c2)C1=O (configuration not stated)
    7	2	-1.2	-4	-14	-18	-2	6	-4	-2
- O=[N+]([O-])c1ccc(Cl)c(S(=O)(=O)Nc2ccc3cn[nH]c3c2)c1
    -2	8	-2.4	5	1	0	4	5	-3	-2
- CC(Sc1nc(-c2ccc(F)cc2)cs1)C(=O)Nc1ccc(Cl)cn1 (configuration not stated)
    -3	8	-1.9	-13	-3	-7	0	2	0	0
- FC(F)(F)c1cc(-c2ccco2)nc(NCCc2ccccc2)n1
    6	-3	-1.0	-9	-8	-28	4	0	0	-9
- Cc1ccc(CCNC(=O)C2CCN(S(=O)(=O)N3CCCC3)CC2)cc1
    -1	4	0.7	9	6	-12	-1	-5	-5	-10
- CCN(CC)S(=O)(=O)c1ccc(OC)c(NC(=O)c2cn(CC)c3nc(C)ccc3c2=O)c1
    -1	-6	-0.7	0	1	11	4	3	-24	-2
- COc1ccc(C(CC(=O)NCc2ccccc2)Sc2n[nH]c(-c3ccccc3)n2)cc1 (configuration not stated)
    -1	-10	-3.8	-4	4	0	-2	2	0	8
- O=C(COC(=O)/C=C/c1cccc(Cl)c1)NCCc1ccccc1
    -1	1	0.1	5	1	5	2	-4	-6	4

The line under a structure holds: PRMT1 FP inh	TDP2 inh	PG9 Ab binder	mABHD4 FP	SIAE primary	HTRA1 inhibitor	LEDGF integ inh	rCAG RNA binder	Rev-erbA mod	TCR-CD3 inh
- CCC(=O)Nc1ccc(NC(=O)CSc2nnnn2Cc2ccccc2)cc1C
    1	-7	-1.5	1	-4	-3	-4	1	5	1
- S=c1[nH]nc(-c2ccncc2)n1/N=C/c1cn(-c2ccccc2)nc1-c1ccccc1
    -4	7	-0.9	4	-1	nt	2	11	2	0
- CC(=O)Nc1ccc(S(=O)(=O)NNC(=O)COc2cccc3ccccc23)cc1
    0	-8	0.5	-7	10	1	-5	6	-3	-3
- COCCn1c(=NC(=O)c2nc3ccccc3s2)sc2cc(S(C)(=O)=O)ccc21
    2	-9	-0.1	3	3	0	-1	-2	89*	-2
- Cc1cccnc1NC(=O)CNC(=O)COc1ccccc1
    5	-2	0.3	3	1	4	-3	-2	1	2
- OCCN1CCCC12CCC(c1ccccc1)CC2 (configuration not stated)
    1	0	nt	0	-5	nt	1	1	-1	nt
- O=C1OC(c2ccccc2)=C/C1=C/N1CCCCC1
    4	-7	2.8	3	-1	0	7	10	2	-2
- Cc1cc(C)n(-c2nc3ccccc3c(=O)n2OCC(=O)Nc2c(C)cccc2C)n1
    2	-8	-1.7	2	-6	1	-3	-5	-6	0
- CNC(=S)N1CCC(n2cnc3ccccc32)CC1
    0	-3	-1.0	-1	-4	3	2	-1	5	2
- COc1ccc(CCNC(=O)CSc2nc(C)cc(C)n2)cc1OC
    -4	1	-2.7	-5	1	5	-2	-3	5	3
- CCOC(=O)c1sc(NC(=O)c2cc(-c3ccc(C)cc3)nc3ccccc23)c(C#N)c1C
    6	-7	1.9	6	-2	-10	-2	15	0	-7
- COc1ccc2cc(C(=O)Nc3ccc(Cl)cc3)sc(=O)c2c1OC
    -1	-12	-2.2	-9	-47	-5	6	8	3	-10
- CCOc1ccc2nc(SCC(=O)NC3CCS(=O)(=O)C3)[nH]c2c1 (configuration not stated)
    -1	-4	-0.3	-5	0	-3	-4	-1	9	3
- CC(C)Cn1c(/C=C/c2ccco2)nc2ccccc21
    6	0	0.6	0	-4	11	-1	9	-2	-5
- O=C(c1ccc(Cl)cc1)N1CCN(c2ccc(N3CCOCC3)nn2)CC1
    -2	1	1.7	0	-3	2	1	5	-3	2
- Cc1cccc(Cn2c(=O)n(-c3ccc(CC(=O)NCc4ccco4)cc3)c(=O)c3sccc32)c1
    -2	1	4.5	-6	-8	-1	-1	4	-2	4
- CCc1ccc(NC(=S)N(CCCN2CCN(C)CC2)Cc2cccs2)cc1
    2	-4	-0.2	1	4	8	1	-4	-1	3
- COC(=O)CC1C(=O)NCCN1C(=O)c1cc(OC)c(OC)cc1OC (configuration not stated)
    -2	-10	1.8	3	-2	-2	-4	0	-7	8
- CCc1ccc(CNCC(=O)N2CCC3(CC2)OCCO3)s1
    -6	-6	nt	-1	9	nt	5	2	-2	nt
- Cn1cc(/C=N\NC(=O)c2cccs2)c2ccccc21
    2	-4	-3.1	4	-3	5	-2	3	-4	-1

The line under a structure holds: PRMT1 FP inh	TDP2 inh	PG9 Ab binder	mABHD4 FP	SIAE primary	HTRA1 inhibitor	LEDGF integ inh	rCAG RNA binder	Rev-erbA mod	TCR-CD3 inh
- CSCCNC(=O)C1(C)CCN1C(=O)c1sccc1C (configuration not stated)
    0	-4	1.2	-1	9	nt	1	0	4	0
- CC(C)C[C@@]12C(=O)N(c3cccc(Cl)c3)C(=O)N1[C@H](c1ccc(Cl)cc1)[C@@H]1C(=O)N(C3CCCCC3)C(=O)[C@@H]12
    1	5	-2.0	-7	-3	-32	-2	4	0	0
- COc1ccc(Nc2nc(OC)nc(N3CCOCC3)n2)cc1
    -2	10	-0.9	5	1	5	-4	-2	-1	3
- O=[N+]([O-])c1cc(S(=O)(=O)N2CCOCC2)ccc1N1CCCC1
    0	-4	-0.6	-1	1	3	0	-2	-7	1
- CC1(C)NC(=O)N(CC(O)CNC23CC4CC(CC(C4)C2)C3)C1=O (configuration not stated)
    -4	-5	-3.7	8	4	0	-3	3	-5	3
- COc1ccc(OC)c(C2C(C(C)=O)=C(O)C(=O)N2Cc2cccnc2)c1 (configuration not stated)
    3	6	0.6	-9	7	2	-1	2	4	-5
- CCCn1nnnc1NCc1ccc(N(CC)CC)cc1
    1	-5	-0.2	-2	6	3	-5	-6	3	-7
- CCC(=O)Nc1cc(-c2nn(C)c(=O)c3ccccc23)ccc1OC
    -2	-12	-4.9	2	-2	-1	4	-4	2	5
- O=C(/C=C/c1ccc([N+](=O)[O-])cc1)NCc1ccccn1
    0	6	-1.4	3	-3	5	5	0	-4	0
- COc1cc(/C=C2\OC(=O)c3c(OC)cccc32)ccc1O
    0	-8	-2.6	26	-34	25	-3	11	1	-4
- Cc1cc(=O)oc2cc(NC(=O)C(C)N3C(=O)C4CCCCC4C3=O)ccc12 (configuration not stated)
    9	-8	0.4	-7	-1	8	-6	6	-5	-7
- COc1ccccc1N1CCN(S(=O)(=O)CCNC(=O)c2ccc(Br)o2)CC1
    1	8	0.2	-2	1	-8	-1	-5	-4	6
- COc1ccc(NS(=O)(=O)c2cc(NC(=O)c3cc(F)c(F)cc3Cl)ccc2N2CCOCC2)cc1
    0	7	-3.0	-15	-17	-35	1	6	0	5
- CC(Sc1nn(-c2ccccc2)c(=S)s1)C(=O)NCC1CCCO1 (configuration not stated)
    -1	12	-1.2	-5	1	-1	3	2	-2	-6
- CCCC(=O)Nc1cccc(Oc2nc(C)cc(C)c2C#N)c1
    -3	-1	0.3	-6	-6	-1	1	-1	5	-3
- CCc1c(-c2ccccc2F)ncn1CCc1ccccc1OC
    3	1	-1.1	7	4	nt	-1	-2	-2	1
- CCOC(=O)CC1(NC(=O)c2cc(COc3ccc(F)c(F)c3)on2)CCCCC1
    -2	11	-1.4	-12	-4	-13	-1	-5	2	8
